# Screens as filed in PubChem BioAssay.
# LDHA block: LDHA (human) enzyme inhibition; P00338; purified LDHA, NADH/diaphorase-resazurin fluorescence; active compounds read low; activity change, % (values are at about 110 or 230 µM); 480,000 tested, 0.15% active; AID 1347041; in the data active means activity change below about -30%; inconclusive means mostly about -25% to -30%;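 further: plate controls were DMSO wells for no effect and wells without enzyme for full effect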
#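 LDH5 2 nM; NADH 0.06 mM, pyruvate 0.2 mM; 200 mM Tris pH 7.4, EDTA, Tween-20; 5 min RT. Detection: diaphorase 0.133 mg/mL + resazurin 37 µM, fluorescence ex540/em590 at 0 and 20 min; normalized to enzyme-free and DMSO wells.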
# * = called active by the depositor; u = inconclusive. Not all compounds are listed, so the mix of outcomes need not match the whole.
SMILES,LDHA block
O=C(O)C(c1c[nH]c2ccccc12)N1CCN(c2ccc(F)cc2)CC1 (configuration not stated),10
CCCCn1c(SCc2ccccc2Cl)nc2c1c(=O)[nH]c(=O)n2C,-7
O=C(NCc1ccccc1OC(F)F)c1ccc(-n2cnnn2)cc1,-12
Cc1ccc(Cl)cc1NC(=O)c1ccccc1-c1ccccc1,9
CC1CC(=O)Nc2cc(S(=O)(=O)NCc3cccs3)ccc2S1 (configuration not stated),1
CNC(=O)NC(=O)C(C)OC(=O)c1cc(C(F)(F)F)cc(C(F)(F)F)c1 (configuration not stated),4
CCCNC(=O)C12CC3CC(C1)CC(c1ccc(C)cc1)(C3)C2,2
O=C(Cn1cccc1-c1nc(-c2ccc(Cl)cc2)no1)N1CCc2ccccc21,4
CN(C)CCCCC#N,-2
C=CCNC(=O)NC(=O)CN(Cc1ccccc1)CC(C)C(=O)OC (configuration not stated),u
O=C(C1=Cc2cc(Cl)ccc2OC1)N1CCN(S(=O)(=O)c2ccc(F)cc2)CC1,-6
COc1cc(S(=O)(=O)NC2CC(C)(C)NC(C)(C)C2)c(C)cc1C,2
COc1ccc(/C=C(\C#N)c2nc3ccccc3[nH]2)c(OC)c1,3
Cc1cccc(C)c1NC(=O)CNC(=O)CSc1nc(Cc2ccccc2)c(C)[nH]1,0
C=CCNC(=S)Nc1cc(C(F)(F)F)cc(C(F)(F)F)c1,3
CC(=O)Nc1ccc(CNCc2nc(C)cs2)cc1,5
COc1ccc(NC(=O)N[C@H]2CC[C@@H](CC(=O)NC3CCC3)O[C@@H]2CO)cc1,-2
CCNC(=O)c1cc(-c2ccc(C)s2)nc2ccccc12,1
Cc1ccc(C(=O)[C@@H]2[C@@H]3CCCN3[C@]3(C(=O)Nc4c(Cl)cccc43)[C@@]23C(=O)Nc2ccccc23)cc1,1
O=C1Nc2ccccc2-c2nnnn2C1N1CCCC1 (configuration not stated),-4
COc1ccc(/C=C/c2nc(C#N)c(NCCCN3CCOCC3)o2)cc1OC,8
COc1ccc(C(C(=O)Nc2ccc3c(c2)OCCO3)N(C)C(=O)Cc2cccs2)cc1 (configuration not stated),-3
O=C(c1cn(-c2ccccc2)nc1-c1cccnc1)N1CCN(c2ccccc2O)CC1,-12
Cc1nc2ncnn2c(N2CCCCCC2)c1Cc1ccccc1,-7
COc1ccc(OCCCC(=O)Oc2ccc3oc4ccccc4c3c2)cc1,3
CCOc1cc(C#N)ccc1OC(C)C(=O)c1ccc(OC)cc1 (configuration not stated),3
CCC(CC)NC(=O)COc1ncnc2c(Cl)cc(Cl)cc12,-7
Cc1ccc(F)c(NC(=O)CCN=C2NS(=O)(=O)c3ccccc32)c1,2
Clc1ccc2nc(-c3ccc(Br)cc3)cn2c1,-4
Cc1cnc(C(=O)Oc2cccc(Cl)c2)cn1,1

# Laid out differently: 3 of the compounds above.
Molecule: Cc1nc2ncnn2c(N2CCCCCC2)c1Cc1ccccc1
  LDHA block = -7
Molecule: COc1ccc(OCCCC(=O)Oc2ccc3oc4ccccc4c3c2)cc1
  LDHA block = 3
Molecule: CCOc1cc(C#N)ccc1OC(C)C(=O)c1ccc(OC)cc1 (configuration not stated)
  LDHA block = 3

# Three compounds drawn at random from those above:
SMILES,LDHA block
CCC(CC)NC(=O)COc1ncnc2c(Cl)cc(Cl)cc12,-7
Cc1ccc(C(=O)[C@@H]2[C@@H]3CCCN3[C@]3(C(=O)Nc4c(Cl)cccc43)[C@@]23C(=O)Nc2ccccc23)cc1,1
Cc1nc2ncnn2c(N2CCCCCC2)c1Cc1ccccc1,-7

# Additional records:
SMILES,LDHA block
Cc1cc(C)c(C=Nc2cccc([N+](=O)[O-])c2C)c(C)c1,7
CCOc1cc(/C=N/O)cc(Cl)c1OCC(=O)NN,5
Cc1nc2ccc(Cl)cc2cc1C(=O)N1CCN(Cc2ccc(C(N)=O)cc2)CC1,1
CC(C)CCNc1nc(-c2ccc3[nH]c(=O)[nH]c3c2)cs1,2
O=C(CC1NCCNC1=O)OCC1CCCO1 (configuration not stated),-1
O=C(O)/C(=C/c1ccncc1)NC(=O)c1ccccc1,3
CCOc1ccc(NC(=O)CSc2nccn2Cc2ccccc2OC)cc1,0
O=C(OCCOc1ccc(Br)cc1)c1cccc([N+](=O)[O-])c1,-1
CN(CC(=O)N1CCN(c2ccccc2F)CC1)c1nnc(N2CCCC2=O)s1,-4
COCCn1cnc2c1c(=O)n(CC(=O)Nc1ccc(F)c(F)c1)c(=O)n2CC(C)C,-3
C=CCSC1=N/C(=C\C=C\c2ccccc2)C(=O)S1,0
Nc1nonc1C(=O)N1CCN(C(=O)Nc2ccccc2Cl)CC1,1
Cc1cc(I)ccc1NC1CCOC1=O (configuration not stated),-1
C=C(Br)CNCCCC,5
CCN(C(=O)Cn1c(=O)n(CC)c(=O)c2sccc21)c1ccccc1,3
COC(=O)C1(C(=O)OC)C[C@H](c2ccccc2)N(Cc2ccccc2OC)[C@@H]1c1ccccc1,-6
COc1cccc(/C=C(\C#N)C(=O)Nc2ccccc2C(F)(F)F)c1OCc1ccc(F)cc1,-19
O=C1CN(CC(=O)Nc2c(Cl)cc(Cl)cc2Cl)CCN1,-10
Cc1ccc(-c2cc3ccccn3c2)cc1,4
CS(=O)(=O)CCCN,-1
COCCN(C(=O)c1cc(-c2ccco2)nc2ccccc12)c1c(N)n(CC(C)C)c(=O)[nH]c1=O,-2
COc1ccccc1-c1cc(=O)c2cc(NS(=O)(=O)c3ccc(C)cc3)ccc2o1,-1
CS(=O)Cc1cccc(C(=O)NC2CCCCC2)c1 (configuration not stated),-7
COC(=O)c1ccccc1S(=O)(=O)N1CCC(C(=O)NCCc2ccccn2)CC1,15
CCOC(=O)C(C#N)c1nc2ccccc2nc1N1CCCC1 (configuration not stated),1
CC(CC(=O)Nc1ccc(NC(=O)C(C)(C)C)cc1)c1ccccc1 (configuration not stated),5
O=C(C1=C(c2ccccc2)S(=O)(=O)CCO1)N(Cc1cccc(F)c1)c1ccccn1,-8
Cc1ccc(CSCCC(=O)O)cc1,1
COc1cc(CC(=O)NC2CCCCCCC2)cc(OC)c1OC,-8
C/C(=C\c1ccccc1)C(=O)Nc1ccc(C)cc1C,5
CCCCCCOc1ccc(/C=C(/C#N)c2ccccn2)cc1,5
CCC(C)[C@H](N)c1nnc(SCC(=O)Nc2cc(C)ccc2C)o1 (some centres not stated),2
CCOCCCNC(=O)C(c1ccc(C)cc1)N(Cc1cccs1)C(=O)CCc1cc(C(C)(C)C)c(O)c(C(C)(C)C)c1 (configuration not stated),15
CC(C)CNC(=O)CCNC(=O)NCc1nc2c(cnn2-c2ccccc2)c(=O)[nH]1,3
CN(CC(=O)Nc1cc(Cl)ccc1F)Cc1ccccc1N1CCCCC1,3
COc1ccc(C(O)c2nccn2Cc2ccccc2)c(OC)c1 (configuration not stated),3
Cc1cc(C(=O)OC(C)C(=O)NC(N)=O)c2ccccc2n1 (configuration not stated),-32*
COC(=O)c1sc(S(=O)(=O)Nc2cc(F)ccc2C)c(C(=O)OC)c1C,-9
COc1cccc(C(C(=O)NC2CCCC2)N2CCN(c3ncccc3C#N)CC2)c1OC (configuration not stated),-2
COCCn1c(SCC#N)nnc1-c1ccc(Cl)cc1,-1
CCCCC[C@@H](C)N1C[C@@H](COCc2ccccc2)Oc2cc(N3CCC[C@H]3C(N)=O)ccc2S1(=O)=O,6
COC(=O)C1=CN(c2ccc(C(C)(C)C)cc2)C(N)=C(C#N)C1c1cccc2ccccc12 (configuration not stated),1
COc1ccc(C(C)NC(=O)CCOc2ccc(Cl)cc2)cc1F (configuration not stated),u
COc1ccc(CNC(=O)CSc2nc3ccc(NC(=O)c4ccccc4C)cc3s2)cc1,7
O=C(Nc1ccc2ccccc2c1)C(c1ccccc1F)n1c(=O)c(-c2cc3ccccc3[nH]2)nc2ccccc21 (configuration not stated),-3
CNC(=S)NNC(=O)C(=O)NNC(=S)NC,1
COc1ccc(-c2ocnc2C(=O)NCc2cc(OC)ccc2OC)cc1,0
Cn1c(=O)c2sc3c(c2n(CC(=O)NCCc2ccccc2)c1=O)COC(C)(C)C3,0
C/C(=N/NC(=O)c1ccc(C)cc1C)c1cccc2ccccc12,10
CC(=O)Nc1ccc(NC(=O)CSc2ncnc3nc[nH]c23)cc1,5
CCc1cccc2c(C(=O)Cn3nnc(-c4ccccc4)n3)c[nH]c12,3
CN1CCN(c2oc(-c3ccccc3)nc2S(=O)(=O)c2ccc(F)cc2)CC1,1
COc1ccccc1CNC(=O)COc1ccc2c(=O)c(Oc3ccccc3)c(C)oc2c1,-6
CN(Cc1ccc(C(=O)NC2CC2)cc1)C(=O)c1cc(=O)[nH]c2ccccc12,1
CCCNC(=O)NC(=O)CN(CC(C)O)c1ccccc1 (configuration not stated),4
CCN(C(=O)C(C)N(C)CC(=O)Nc1cccc(F)c1)C1CCCCC1 (configuration not stated),0
CC(C)C(NC(=O)Cn1cnc(C#N)n1)c1ccccc1 (configuration not stated),7
O=C(COC(=O)c1ccccc1Br)c1ccc([N+](=O)[O-])cc1,5
COc1cc(/C=C/C(=O)c2ccc(C#N)cc2)cc(Br)c1O,14
CCN(CC(=O)NCc1ccc(F)cc1)C(=O)c1ccc2c(c1)nnn2CC,-17

# A few values from the list.
# LDHA block result of COc1ccccc1CNC(=O)COc1ccc2c(=O)c(Oc3ccccc3)c(C)oc2c1 = -6
# LDHA block result of CN(Cc1ccc(C(=O)NC2CC2)cc1)C(=O)c1cc(=O)[nH]c2ccccc12 = 1
# LDHA block result of CNC(=S)NNC(=O)C(=O)NNC(=S)NC = 1
# LDHA block result of O=C(COC(=O)c1ccccc1Br)c1ccc([N+](=O)[O-])cc1 = 5

# Other records.
SMILES,LDHA block
Cn1nc(C(=O)OCc2ccccc2)c2ccccc2c1=O,-3
CCN(CC)C(=O)c1oc2ccccc2c1NC(=O)c1c(F)cccc1F,13
CCNC(=O)NC(=O)CN(C)Cc1cc(C)c(OC)c(C)c1,2
O=C(Nc1ccc(Br)cn1)c1cc(-c2ccccc2)on1,-14
NNC(=O)C(O)c1ccccc1 (configuration not stated),-1
O=C(OCC#CCSc1nnc(-c2cccc3ccccc23)o1)c1ccc(F)c(F)c1,0
O=C(NCCN1CCN(C(=O)c2ccccc2)CC1)C(=O)Nc1ccccc1,4
CCc1noc(CN2CCC(NC(=O)c3cnn(C)c3)CC2)n1,-1
O=S(=O)(NCC12CC3CC(CC(C3)C1)C2)c1cccs1,0
COc1cc(/C=C/C(=O)c2ccc(Br)cc2)cc(OC)c1,-1
O=C(CCc1cccs1)N(Cc1cccnc1)C1CC1,9
CCOC(=O)CSc1nc2c(cc1C#N)CCCC2,-20
CC(C)(C)C(N)CN1CCCC1 (configuration not stated),0
CCOc1ccc(C(=O)CCC(=O)OCC(=O)c2ccc3c(c2)OCCO3)cc1,6
O=C(NCc1ccncc1)[C@@H]1CCCN1C(=O)[C@@H]1CCCN1,-1

# Ordered by heavy-atom count (rising): 3 of the compounds above.
SMILES,LDHA block
O=S(=O)(NCC12CC3CC(CC(C3)C1)C2)c1cccs1,0
CCNC(=O)NC(=O)CN(C)Cc1cc(C)c(OC)c(C)c1,2
O=C(OCC#CCSc1nnc(-c2cccc3ccccc23)o1)c1ccc(F)c(F)c1,0

# (continued)
SMILES,LDHA block
N#Cc1ccc(OCCOc2ccc(C#N)cc2)cc1,-4
Cc1ccccc1-c1nc(CNC(=O)Nc2ccc(Cl)cc2)c(C)o1,-6
N#Cc1cccnc1NCCCNc1ncccc1C#N,0
NC(=O)C1CCN(CC(=O)Nc2cccc(Cl)c2)CC1,-5
COc1ccc(OS(=O)(=O)CCc2ccccc2)cc1,-1
O=C(CNc1cccc(F)c1)NCc1ccc(Cl)cc1,1
CCC(C)[C@H](NC(=O)NCCc1ccc(F)cc1)C(=O)O (some centres not stated),3
CCOc1ccc(-c2cc(=O)c3cc(NC(=O)c4ccccc4OC)ccc3o2)cc1,0
Cc1ccc(C(=O)/C=C/c2ccccc2C)o1,u
COc1cc(NC(=O)C2(C#N)CCCC2)c(OC)cc1NC(=O)c1ccccc1,2
O=C(Nc1ccnc(Cl)c1)C1CC2CCC1C2 (configuration not stated),4
O=C(CCc1ccc(F)cc1)N1CCC(c2nc3ccccc3s2)CC1,5
CC(c1ccccc1Cl)n1cnc2c1c(=O)n(C)c(=O)n2C (configuration not stated),-3
COc1ccccc1CN(C)CC(=O)N(C)c1c(N)n(Cc2ccccc2)c(=O)[nH]c1=O,-1
Cc1ccc(/C=C/C(=O)OCc2ccc(C#N)cc2)cc1,6
Cc1ccc(NC(=O)CSc2nc3ccccc3c(=O)n2CCn2cc(Cl)cn2)cc1,8
Cc1cc(SCC(=O)NC2CC2)nc2c(C)cccc12,7
COC(=O)c1cccc(NC(=O)c2cnc(C)cn2)c1,13
Cc1nc(NC(=O)c2ccc3c(c2)OCCO3)ccc1Cl,-3
Fc1ccc(-c2nc(CSc3ccc4c(c3)OCCO4)cs2)cc1,1
O=C(OCCOc1ccc(Cl)cc1)c1ccccc1C(=O)c1ccc(Cl)cc1,5
CSc1ccccc1C(=O)NCCC1=CCCCC1,7
C/C(=N/Nc1ccc(S(N)(=O)=O)cc1[N+](=O)[O-])c1ccc(Cl)c(Cl)c1,4
CCC(=O)Nc1ccc(-c2csc(NC(C)COC)n2)cc1 (configuration not stated),6
Cc1ccc(N2CC(c3nc4ccccc4n3CCN3CCOCC3)CC2=O)cc1C (configuration not stated),-4
O=C(Nc1nnc(C2CC2)s1)c1ccc(Cl)c(S(=O)(=O)N2CCc3ccccc32)c1,0
CCc1ccccc1NC(=O)c1nc2ccccc2nc1N1CCCCC1,5
Cc1cc(C)c(NC(=O)CN(C)C(=O)C2CC(=O)N(Cc3ccccc3Cl)C2)c(C)c1 (configuration not stated),5
CC1(C)Cc2c(C#N)c(Nc3ccccc3)n3c(SCC(=O)O)nnc3c2CO1,18
O=C(NCc1nnc(-c2cc3ccccc3[nH]2)o1)c1ccccc1,-3
Cc1ccc(OCCNC(=O)c2cc(C3CC3)nc3ccccc23)cc1,10
